BLM inh: qHTS Assay for Inhibitors of Bloom's syndrome helicase (BLM) | 350,000 tested, 0.2% active | recombinant BLM DNA unwinding, fluorescence dequenching | Potency, µM (doses to about 56.1 µM), without a hit: at the top dose activity change, negative = inhibition, most hits filed as inhibitors;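 also: plate controls were vehicle for no effect and no enzyme for full effect; nearly all actives have a fitted effect of over 35% in size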
APEX1 inh: qHTS Assay for Inhibitors of the Human Apurinic/apyrimidinic Endonuclease 1 (APE1); recombinant APE1, TAMRA/BHQ-2 abasic DNA cleavage fluorescence; AID 2517, 2012; DNA repair nuclease/redox regulator APEX1 (Homo sapiens), P27695; 350,000 tested, 0.35% active; Potency, µM (highest dose often 65.8 µM), inactives show top-dose activity change, negative = inhibition, actives largely listed as inhibitors;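 also: plate controls were vehicle for no effect and reference inhibitor for full effect; nearly all actives have a fitted effect of over 55% in size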
Target sequence (P27695 whole entry, looked up): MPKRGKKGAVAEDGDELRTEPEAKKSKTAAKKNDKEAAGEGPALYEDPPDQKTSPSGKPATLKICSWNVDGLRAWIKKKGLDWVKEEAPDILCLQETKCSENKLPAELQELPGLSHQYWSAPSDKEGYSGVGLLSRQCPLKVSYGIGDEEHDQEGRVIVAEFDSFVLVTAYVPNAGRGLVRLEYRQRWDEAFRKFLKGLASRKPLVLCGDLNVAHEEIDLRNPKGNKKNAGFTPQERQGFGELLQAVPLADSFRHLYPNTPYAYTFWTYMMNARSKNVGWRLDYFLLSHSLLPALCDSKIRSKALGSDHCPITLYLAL
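Step 1: APE1 (0.75 nM) with compound, 15 min RT. Step 2: add 50 nM fluorophore/quencher THF duplex. Step 3: three fluorescence reads 60 s apart (525/598 nm); read 3 minus read 1 = reaction progress.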
Apoferritin bind: qHTS Assay for Identification of Novel General Anesthetics. Ferritin light chain (Equus caballus), P02791. apoferritin/1-aminoanthracene competitive binding, fluorescence. Potency, µM (highest dose often 77.5 µM), for the others: at the top dose activity change, negative = displacement, most hits filed as inhibitors. 350,000 tested, 0.074% active; also: % is scaled to controls: 0 for no effect and ±100 for the full control effect; nearly all actives have a fitted effect of over 20% in size
Target sequence (P02791 2-175 limits assumed): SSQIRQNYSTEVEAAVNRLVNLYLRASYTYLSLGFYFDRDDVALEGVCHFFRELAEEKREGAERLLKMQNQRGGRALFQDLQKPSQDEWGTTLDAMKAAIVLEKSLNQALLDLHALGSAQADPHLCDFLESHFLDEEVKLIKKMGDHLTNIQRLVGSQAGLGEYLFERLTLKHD
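In PBS, apoferritin at 10 uM is loaded with 1-AMA from a 50% saturated solution. After 10 min of compound exposure at ambient temperature, reduced 535 nm fluorescence indicates probe displacement.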
BAZ2B block: qHTS Assay for Inhibitors of BAZ2B; Bromodomain adjacent to zinc finger domain protein 2B (Homo sapiens), Q9UIF8; 360,000 tested, 4.4% active; AlphaScreen BAZ2B-H3K14Ac peptide displacement; Potency, µM (top dose mostly 114 µM), inactives show at the highest dose activity change, negative = inhibition, actives largely listed as inhibitors; AID 504333, 2011; also: % is scaled to controls: 0 for no effect and ±100 for the full control effect; nearly all actives have a fitted effect of over 60% in size
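BAZ2B (50 nM) with biotin-H3(5-23)K14Ac peptide (50 nM) in PBS pH 7.4, 0.01% Tween-20, preformed 30 min, then compound 30 min at room temperature; top concentration 110uM. AlphaScreen streptavidin donor/nickel chelate acceptor beads (10 ug/mL final), 20 min dark, signal read.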
POLI inh: qHTS for Inhibitors of Polymerase Iota; 390,000 tested, 1% active; Potency, µM (highest dose often 115 µM), for inactives: at the highest dose activity, negative = inhibition, usual class: inhibitors; Pol iota fluorescent replication assay, 10 min
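Pol iota at 10 nM preincubated 15 min with compounds at room temperature; reaction started with fluorescent substrate, 50 nM final. Fluorescence read kinetically at 0 and 10 min; buffer-only wells as negative control.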
Pol beta inh: qHTS Assay for Inhibitors of DNA Polymerase Beta | P06746 | Pol beta primer extension/strand displacement, fluorescence kinetic | Potency, µM (top dose mostly 114 µM), inactives show top-dose activity change, negative = inhibition, usual class: inhibitors | 340,000 tested, 1.3% active; also: % is scaled to controls: 0 for no effect and ±100 for the full control effect
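Homogeneous kinetic assay of primer extension and strand displacement by 10 nM Pol beta, preincubated 15 min at room temperature with compound before 50 nM substrate (final) was added. Read at 0 and 10 min; four-parameter Hill fit.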
Pol kappa inh: qHTS for Inhibitors of Polymerase Kappa; Potency, µM (top dose mostly 107 µM), for the others: top-dose activity, negative = inhibition, most hits filed as inhibitors; purified Pol kappa, fluorescent DNA synthesis assay, 10 min; AID 588579, 2011; 400,000 tested, 0.53% active; DNA polymerase kappa (Homo sapiens), Q9UBT6; also: % is scaled to controls: 0 for no effect and ±100 for the full control effect
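Pol kappa 10 nM + cpd, 15 min RT; start w/ substrate 50 nM final; fluorescence kinetic read, 0 and 10 min. Neg ctrl: buffer, no enzyme.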
G9a block: qHTS Assay for Inhibitors of Histone Lysine Methyltransferase G9a. Histone-lysine N-methyltransferase EHMT2 (Homo sapiens), Q96KQ7. Potency, µM (titrated, usually from 102 µM), for inactives: at the top dose activity, negative = inhibition, usual class: inhibitors. 350,000 tested, 8.8% active. G9a H3K9 monomethylation, AlphaScreen, 2 h; also: % is scaled to controls: 0 for no effect and ±100 for the full control effect; nearly all actives have a fitted effect of over 75% in size
Target sequence (Q96KQ7 913-1193 limits assumed): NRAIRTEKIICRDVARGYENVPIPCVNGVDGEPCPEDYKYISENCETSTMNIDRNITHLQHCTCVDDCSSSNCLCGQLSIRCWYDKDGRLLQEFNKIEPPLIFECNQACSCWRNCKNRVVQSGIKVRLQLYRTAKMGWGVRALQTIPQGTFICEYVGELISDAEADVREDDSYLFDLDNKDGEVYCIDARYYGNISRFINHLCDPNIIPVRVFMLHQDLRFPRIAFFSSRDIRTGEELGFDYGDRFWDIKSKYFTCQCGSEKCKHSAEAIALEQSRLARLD
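Enzyme 20 nM + cpd, 15 min RT; add b-H3K9 pep 500 nM / SAM 20 uM; 2 h RT; anti-H3K9me1 Ab 0.5 ug/mL + SA donor / anti-rabbit acceptor beads 20 ug/mL each, 10 min; AlphaScreen read.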
Pol eta inh: qHTS for Inhibitors of Polymerase Eta; Potency, µM (series often up to 114 µM), inactives show at the top dose activity change, negative = inhibition, usual class: inhibitors; DNA polymerase eta (Homo sapiens), Q9Y253; 390,000 tested, 1.2% active; recombinant Pol eta, fluorescent DNA replication assay; also: % is scaled to controls: 0 for no effect and ±100 for the full control effect
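Pol eta at 10 nM preincubated with compounds 15 min at room temperature; reaction started with fluorescent substrate (50 nM final) and read kinetically at 0 and 10 min.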
The depositor's hits bear a star; ? = inconclusive; . = not tested or not shown; [ ] = another dose, or the depositor's remark. Calls follow the shape of the dose curve; as a rule, active = well fitted curve in the direction sought with a large enough effect; inconclusive = small, poorly fitted or top-dose-only effect, or another doubt; inactive = no such curve, though single readings can be large; an effect the other way counts as inactive or inconclusive. Potency is read from the fitted curve at half-maximal effect. This is a subset; the hit share may differ from the screen's.

SMILES	BLM inh	APEX1 inh	Apoferritin bind	BAZ2B block	POLI inh	Pol beta inh	Pol kappa inh	G9a block	Pol eta inh
CCn1nc(C(=O)Nc2cccc(C(F)(F)F)c2)c(Cl)c1Cl	1%	-3%	-6%	-5%	-6%	-2%	8%	5%[0.0925 µM]	-12%
NC(N)=NC(N)=Nc1ccc(SC(F)(F)F)cc1	3%	2%	-2%	-7%	2%	-20%	0%	?	-16%
CCCCn1c(=O)[nH]c(=O)c2c1nc(-c1ccc(C)c([N+](=O)[O-])c1)n2CC	-8%	2%	-10%	-5%	-4%	2%	19%	-8%	-14%
O=C(Nc1nccs1)c1cc([N+](=O)[O-])ccc1Cl	-2%	5%	-9%	-25%	20%	-11%	-6%	.	-20%
CC[C@]12c3[nH]c4ccc(Cl)cc4c3CCN1C(=O)[C@@H](CC(=O)NCCc1ccccn1)C[C@@H]2C(=O)N1CCN(C(=O)C2CC2)CC1	.	20%	.	.	-16%	.	6%	.	-8%
O=C(CSc1nnc(Cc2cc(=O)[nH]c(=O)[nH]2)n1-c1ccccc1)NCC1CCCO1 (centres undefined)	-1%	-1%	-3%	7%	11%	0%	-12%	?	-10%
O=C1NC(=O)C(c2cccs2)(c2cccs2)N1	0%	10%	-1%	5%	11%	18%	2%	?	1%
CCOc1cc(C=O)ccc1OCC(=O)NC(C)(C)C	-4%	5%	-10%	-5%	26%	19%	-12%	?	-22%
Cc1cc(-c2n[nH]c(=S)n2/N=C/c2c[nH]c3ccccc23)n[nH]1	1%	-3%	4%	-22%	-21%	9%	-13%	0.79µM*	-6%
CC1(OC(=O)CCc2ccccc2)C(=O)C=C2C=C(c3ccc(C#N)cc3)N(C3CCCC3)C=C2C1=O (centres undefined)	-7%[12.4 µM]	?	-17%	-34%	?	1%	-26%	?	3%
CC1(c2nnc(-c3ccc(F)cc3)o2)CC(c2ccccc2)=NO1 (centres undefined)	-6%	1%	-10%	7%	4%	3%	0%	-3%[59 µM]	-7%
COc1cc(/C=N/NC(=O)c2nc(-c3ccccc3)n(-c3ccccc3)n2)ccc1O	1%	14%	-11%	-1%	79%[activator]	31%	-6%	-13%[59 µM]	?
CNc1nc(-c2cccnc2)nc2ccccc12	0%	21%	.	.	.	.	10%[60.1 µM]	0%[0.501 µM]	.
COCCn1c(SCC(=O)OCc2ccccc2)nc2c1c(=O)[nH]c(=O)n2C	-1%	-8%	-5%	-3%	-16%	7%	-4%	32µM*	-6%
CC(Nc1cc(N2CCOCC2)ccc1[N+](=O)[O-])c1ccccc1 (centres undefined)	1%	-5%	-1%	?	0%	39%	2%	13%[59 µM]	-12%

Random excerpt: three entries already listed
SMILES	BLM inh	APEX1 inh	Apoferritin bind	BAZ2B block	POLI inh	Pol beta inh	Pol kappa inh	G9a block	Pol eta inh
CC[C@]12c3[nH]c4ccc(Cl)cc4c3CCN1C(=O)[C@@H](CC(=O)NCCc1ccccn1)C[C@@H]2C(=O)N1CCN(C(=O)C2CC2)CC1	.	20%	.	.	-16%	.	6%	.	-8%
O=C1NC(=O)C(c2cccs2)(c2cccs2)N1	0%	10%	-1%	5%	11%	18%	2%	?	1%
CCCCn1c(=O)[nH]c(=O)c2c1nc(-c1ccc(C)c([N+](=O)[O-])c1)n2CC	-8%	2%	-10%	-5%	-4%	2%	19%	-8%	-14%

Continuation.
SMILES	BLM inh	APEX1 inh	Apoferritin bind	BAZ2B block	POLI inh	Pol beta inh	Pol kappa inh	G9a block	Pol eta inh
COc1cccc(-c2nc(CS(=O)(=O)c3ccccc3)no2)c1	2%	-2%	3%	1%	11%	-16%	-17%	-50%[12.7 µM]	2%
O=C(CCCN1C(=O)c2ccccc2C1=O)Nc1ccc(S(=O)(=O)N2CCOCC2)cc1	2%	-1%	3%	-2%	-4%	-1%	-7%	1%[12.7 µM]	-7%
O=C(COC(=O)c1ccccc1O)NC1CCCc2ccccc21 (centres undefined)	.	23%	.	.	8%	.	3%	.	-6%
NS(=O)(=O)c1ccc(NC(=O)CN2C(=O)C3C4C=CC(C4)C3C2=O)cc1 (centres undefined)	-4%	5%	-2%	-21%	26%	5%	5%	6%	-14%
Fc1ccc2c(c1)C(c1ccc(N3CCOCC3)cc1)=NNC(c1cccs1)=N2	-14%	-4%	-13%	35µM*	13%	-8%	-11%	20µM*	-23%
COc1ccc(C2=NN(C(=O)c3cccnc3)C(c3ccccc3)C2)cc1 (centres undefined)	-1%	2%	-5%	-38%	13%	9%	-9%	5%[59 µM]	-22%
COc1cccc(OC)c1C(=O)OCC(=O)N(C)c1ccccc1	-3%	-5%	1%	6%	89%[activator]	3%	-2%	-45%	-28%
Cc1cc(C)nc(SSc2nc(C)cc(C)n2)n1	-2%	-6%	-3%	4%	?	?	3%	0.4µM*	-13%
CN1CCN(C(=O)C23CC4CC(CC(C4)C2)C3)CC1	3%	1%	-7%	-3%	19%	15%	-3%	-7%[59 µM]	-16%
Cc1cnc(C(=O)OCc2ccc(C#N)cc2)cn1	-3%	17%	-7%	-3%	36%[activator]	14%	5%	6%	-19%
O=C(Cc1c(F)cccc1Cl)Nc1cccnc1	-2%	-2%	2%	-3%	16%	-7%	-5%	-25%[12.7 µM]	-8%
CCOC(=O)C1=C(C)NC(=O)N(C(C)=O)C1c1ccc(Cl)cc1 (centres undefined)	-5%	-1%	-15%	.	-1%[58.9 µM]	3%	-11%	21%[59 µM]	-15%
O=C(NOC(=O)c1ccccc1F)c1ccc(OC(F)F)cc1	-1%	-2%	1%	-9%	28%	-3%	-14%	-52%	1%
COc1ccc(CCC(=O)NCc2nc3cccnc3n2Cc2ccc(OC)cc2)cc1	1%	.	-2%	0%	-23%	0%	-11%[60.1 µM]	2%[59 µM]	12%
c1ccc2oc(-c3ccc4nc[nH]c4c3)nc2c1	4%	5%	-8%	-4%	14%	-3%	-4%	-1%[59 µM]	?
COc1ccc(NC(=O)COC(=O)c2ccc3c(c2)OCCO3)cc1OC	.	4%	.	13%	-22%	.	-11%	?	-5%
C[C@@H](NC(=O)Cn1cnc2c(OCc3ccccc3)ncnc21)c1cccc2ccccc12	.	-24%	.	.	-1%	.	-16%	.	-5%
O=C(CCN1C(=O)/C(=C\c2cccs2)SC1=S)Nc1ccc(C(=O)O)cc1	0%	18%	-9%	-14%	?	88%	?	?	56µM*
CCOc1ccc(C(CC(=O)O)NC(=O)c2sc3ccccc3c2Cl)cc1 (centres undefined)	-1%	-3%	-4%	4%	0%	1%	-12%[60.1 µM]	10%[59 µM]	-10%
Cc1csc(SCC(=O)Nc2cc(S(=O)(=O)N3CCCC3)ccc2Cl)n1	-3%	-5%	-13%	-3%	10%	-3%	-4%	11%[59 µM]	4%
CC1CCN(S(=O)(=O)N2CCC(C(=O)O)CC2)CC1	1%	6%	1%	-8%	7%	13%	-2%	-50%[59 µM]	-9%
C[C@@]12C(=O)N(Cc3ccccc3)CC(=O)N1[C@H]1c3ccccc3OC[C@@H]1[C@@H]2c1ccccc1	.	11%	.	-14%	2%	.	5%	1%[0.501 µM]	-9%
Cc1nn(C)c(C(=O)N/N=C/c2cccc(Oc3ccccc3)c2)c1Br	-10%	6%	-22%	-21%	102%[activator]	8%	-16%	42%[activator]	0%
Cc1cc(N2CCOCC2)nc2ccc(NC(=O)CCC(=O)N3CCN(c4ccc(F)cc4)CC3)cc12	1%	-11%	4%	3%	-20%	-1%	-5%	-5%	-12%
COc1ccc(-c2csc(Nc3ccc(S(=O)(=O)Nc4cc(OC)nc(OC)n4)cc3)n2)cc1	-12%	0%	4%	45µM*	-12%	5%	-9%	-12%[59 µM]	89µM*
COc1ccc(NC(=S)N(CCC(C)C)C2CCN(C(C)C)CC2)cc1Cl	-4%	-13%	7%	-9%	2%	40%	-23%	5µM*	-4%
COc1cccc(C(=O)C2CCCN(C/C=C/c3ccccc3OC)C2)c1 (centres undefined)	2%	3%	?	-33%	63%[activator]	-11%	-8%	-43%	-16%
C=Cn1cc[n+](CC(=O)c2ccc(OC)cc2)c1	1%	13%	-4%	-1%	157%[activator]	-1%	-19%	-1%	-2%
Cc1ccc(Cn2cccc2C2=NC(C)(C)CO2)cc1	-2%	.	-13%	.	3%	-6%	-2%	7%[59 µM]	-1%
O=C(Nc1ccc(F)cc1F)c1c(C(F)(F)F)ccnc1Oc1cccc(C(F)(F)F)c1	-3%	-6%	0%	0%	48%[activator]	0%	-8%	-10%	-5%
O=C(CCN1C(=O)S/C(=C\c2cccs2)C1=O)Nc1nccs1	1%	3%	-7%	-15%	-13%	4%	3%	-5%	1%
CCc1ccc(CN(Cc2cn[nH]c2-c2ccc(OC)cc2)C(=O)Nc2cc(Cl)ccc2OC)cc1	-4%	.	-9%	-1%	38%[activator]	31%	2%	-12%[59 µM]	-13%
COc1ccc(OCC(=O)Nc2cc3oc4ccccc4c3cc2OC)cc1	0%	2%	-5%	12%	198%[activator]	1%	-2%	25%[59 µM]	-22%
NC(=O)C1=C[C@@H](c2coc3ccccc3c2=O)C[C@@H](OCc2ccc(CO)cc2)O1	-4%	-1%	-4%	-9%	2%	-15%	4%	-14%[59 µM]	-7%
COc1ccc(CCC(=O)Nc2ccc(C)c(S(=O)(=O)N(C)C)c2)cc1OC	0%	19%	-6%	6%	13%	0%	-5%	8%[59 µM]	-5%
CCN1CCN(C(c2cccs2)C(C)NC(=S)Nc2cc(C)ccc2C)CC1 (centres undefined)	3%	1%	-9%	-26%	4%	10%	-15%	-12%	-5%

High-throughput results deposited in PubChem BioAssay by National Center for Advancing Translational Sciences (NCATS).
